Source: PubChem BioAssay (several laboratories)
RT RNaseH block = inhibitors of HIV-1 reverse transcriptase RNase H | 65,000 tested, 1.9% active | AID 565 | P04585 | RT-RNase H RNA/DNA duplex cleavage, fluorescence | inhibition, % at 10 µM; in the data active = inhibition above about 50%
RmlC RmlD mix = mixture blocks RmlC and RmlD coupled enzyme activity; AID 1532; RmlC/RmlD coupled enzyme inhibition, 384-well mixture HTS; inhibition, % at 5.5 µM; 110,000 tested, 0.39% active; in the data active = inhibition above about 30%, passing the limit was not always enough; inconclusive = no clear call, values can overlap the other calls; also: strong numbers were not always called active
The depositor's hits bear a star; ? = inconclusive; nt = not tested or not shown; & = joins results of further samples. The list is partial. The share of hits here may be higher or lower than overall.

mol | RmlC RmlD mix | RT RNaseH block
Cc1nnc2ccc(N3CCN(c4ccccn4)CC3)nn12 | -8 | -17
O=C(Cn1cc(C(=O)c2ccco2)c2ccccc21)Nc1ccccc1 | 2 | nt
CCOC(=O)N1CCN(C(=O)c2ccc3c(=O)n(-c4ccc(OC)cc4OC)c(=S)[nH]c3c2)CC1 | nt | 17
COC(=O)c1cc(COc2ccc3ccc(=O)oc3c2)c(C)o1 | 14 | -16
Cc1ccc(N2C(=O)C3CC(c4ccccc4)=C4C5C=CC(C6C(=O)N(c7ccc(C)cc7C)C(=O)C56)C4C3C2=O)c(C)c1 (centres undefined) | -18 | nt
COc1ccc(Cl)cc1NC(=O)CSc1nnc(COc2ccccc2)n1N | 8 | -6
CC(C)CCn1nnnc1C(c1ccc(N(C)C)cc1)N1CCN(C(=O)c2ccco2)CC1 (centres undefined) | -6 | -8
COc1cc(-c2nn3c(C4CCCCC4)nnc3s2)cc(OC)c1OC | 9 | 75*
CC(C)(C)C1CCC(OC(=O)CN2CCOCC2)CC1 (centres undefined) | -13 | nt
c1ccc(-c2csc(N3CCN(c4ccccn4)CC3)n2)cc1 | 5 | -2
CCCc1nc(S(=O)(=O)Cc2ccc(Cl)cc2Cl)n[nH]1 | -10 | -1
CC1CCN(S(=O)(=O)c2ccc(NC(=O)CN3CCN(C)CC3)cc2)CC1 | -4 | 0
COc1ccc(Nc2ncc3c(n2)CC(c2ccccc2)CC3=O)cc1 (centres undefined) | 19 | -6
Cc1ccc(CCNC(=O)CS(=O)Cc2nc(-c3cccc(C)c3)oc2C)cc1 (centres undefined) | 6 | -4
NC(=O)CSc1nc2sc3c(c2c2ncnn12)CCCC3 | 15 | -16
Cc1ccc2[nH]c(=O)c(CN(Cc3nnnn3C3CCCC3)C3CCCCC3)cc2c1 | 6 | 16
Cc1onc(-c2c(Cl)cccc2Cl)c1C(=O)NCCc1ccc(S(N)(=O)=O)cc1 | -7 | nt
Cn1ccnc1SCC(=O)NC1CCCCC1 | 7 | -8
O=C(c1ccccc1)c1ccc(OC(=O)N2CCOCC2)cc1 | 10 | 4
C#Cc1ccc([C@H]2C=C(C(=O)N3CCN(Cc4ccccc4)CC3)O[C@@H](OCc3ccc(CO)cc3)C2)cc1 | 7 | nt
Cc1ccc(S(=O)(=O)N2CCCC2C(=O)Nn2cnnc2)cc1 (centres undefined) | -9 | nt
Clc1ccc(-c2cnc(Oc3ccccc3)nc2)cc1 | -4 | nt
CCCn1c2c(c(O)c(C(=O)Nc3nccs3)c1=O)CCCC2 | 7 | 7
O=C(NNC1=C(C(=O)C(F)(F)F)CCC1)c1cccc(Cl)c1 | 2 | nt
COc1ccccc1NC(=O)c1ccc(S(=O)(=O)N(C)C)cc1 | -6 | 2
COc1cc2c(cc1NC(=O)CSc1ccc(C)cc1)oc1ccccc12 | 8 | nt
Cc1ccc(C(=O)Nc2cccc(C(F)(F)F)c2)cc1Nc1cnccn1 | 3 | nt
O=C(c1ccco1)N1CCN(C(c2ccc(F)cc2)c2nnnn2Cc2cccs2)CC1 (centres undefined) | -6 | -13
O=C1Nc2ccc(Cl)cc2[C@@](C#CC2CC2)(C(F)(F)F)O1 | -12 | nt
Cc1cccc(NC(=O)CSc2nnc(-c3ccco3)o2)c1C | nt | -4

Next part, overlapping the part above by four compounds.
mol | RmlC RmlD mix | RT RNaseH block
Cc1ccc(C(=O)Nc2cccc(C(F)(F)F)c2)cc1Nc1cnccn1 | 3 | nt
O=C(c1ccco1)N1CCN(C(c2ccc(F)cc2)c2nnnn2Cc2cccs2)CC1 (centres undefined) | -6 | -13
O=C1Nc2ccc(Cl)cc2[C@@](C#CC2CC2)(C(F)(F)F)O1 | -12 | nt
Cc1cccc(NC(=O)CSc2nnc(-c3ccco3)o2)c1C | nt | -4
CCCNC(=S)Nc1ccc(Oc2ccccc2)cc1 | -16 | nt
N#Cc1c(NC(=O)CN2C(=O)c3ccccc3C2=O)oc(-c2ccccc2)c1-c1ccccc1 | -12 | nt
Cc1ccc(S(=O)(=O)Nc2ccc3c(c2)nc2n3CCN(Cc3ccccc3)C2)cc1 | 1 | 9
Cc1[nH]c2ccccc2c1Cc1nnc(SCc2ccccc2)o1 | -12 | nt
CCCCNC(=O)c1ccc2c(c1)ncn2C1CCCC1 | 93 | nt
CC(=O)Cn1c(N2CCC(Cc3ccccc3)CC2)nc2c1c(=O)[nH]c(=O)n2C | 4 | -7
COc1ccc2cc(Br)ccc2c1CC(=O)NC1CC(C)(C)NC(C)(C)C1 | 7 | nt
CCOC(=O)C1CCN(C(=O)Nc2cccc(Cl)c2)CC1 | 3 | nt
COc1ccc(NC(=O)NCCCN2CCc3ccccc3C2)cc1 | -12 | 1
CCC(Oc1ccccc1)C(=O)Nc1ccccn1 (centres undefined) | 9 | -3
Cc1[nH]c2ccccc2c1SCC(=O)O | 8 | nt
CCc1ccc(C(=O)CSc2n[nH]c(-c3ccncc3)n2)cc1 | -11 | nt
O=C(Oc1ccccc1-c1nnco1)c1ccc(Cl)cc1 | 6 | nt
COc1ccc(C(=O)N2CCC(C(=O)c3ccc(F)cc3)CC2)cc1 | 4 | nt
COc1ccc2c(c1OC)C(=O)OC2C1c2c(cc3c(c2OC)OCO3)CCN1C (centres undefined) | -3&-3 | -17&-7
O=C(Nc1ccc(Cl)cc1)N[C@@H]1c2c(ccc3ccccc23)OC[C@@H]1CO | 6 | nt
CCN1CCN(C(=S)Nc2ccc(Cl)cc2)CC1 | -3 | nt
CC(Cc1ccccc1)[n+]1cc(/N=C(\[O-])N(C)C)on1 (centres undefined) | nt | -10
CCn1c(=O)cc(OCC(=O)N2CCC3(CC2)OCCO3)c2ccccc21 | -13 | -11
O=C(NCCCn1ccnc1)c1cnn2c1NC(c1ccccc1)CC2C(F)(F)F (centres undefined) | 4 | -7
COc1ccc2c3c([nH]c2c1)C1CC2C(CC(O)C(OC)C2CO)CN1CC3 (centres undefined) | 6 | nt
CC(C)=CC(=O)OCC(=O)NC(=O)NC(C)(C)C | 0 | -5
CCOC(=O)c1nc(Nc2ccc(C)cc2)c2ccccc2n1 | -7 | nt
Nc1c(-c2ccccc2Cl)cnn1-c1cccc([N+](=O)[O-])c1 | 25 | nt
COc1cc(C)nc(NC(=O)COc2ccc(Cl)cc2C)n1 | 3 | 8
Nc1nc(-c2ccccc2)cc(-c2ccccc2O)n1 | 4 | -18
C#CCOCCOCCOCCNc1nc(N2CCN(C(=O)C([C@@H](C)CC)n3cc(C(N)COC(=O)C(F)(F)F)nn3)CC2)nc(N2CCN(C(=O)[C@H](Cc3cc4ccccc4[nH]3)n3cc(C(N)CO)nn3)CC2)n1 (some centres undefined) | -15 | nt
COc1ccccc1C1SCCN1S(C)(=O)=O (centres undefined) | 1 | -7
CCOc1ccc(N2C(=O)CC(Sc3nc4ccc(OCC)cc4s3)C2=O)cc1 (centres undefined) | 6 | nt
Clc1ccc2c(N3CCNCC3)ccnc2c1 | -10 | -10
Cc1cc(C)c2cc(C)c3nnc(SCC(=O)NCc4ccc5c(c4)OCO5)n3c2c1 | -11 | nt
O=c1c(-c2ccccc2)n[nH]c2ccccc12 | 26 | -4
Cc1cc(C(=O)NNC(=S)NCc2ccco2)n(C)n1 | -12 | nt
COc1cc(/C=N/NC(=O)c2sc(N)c(C#N)c2C)ccc1O | -10 | nt
CCOC(=O)c1c(C)c(C(=O)Nc2ccc3c(c2)OCCO3)c(C)n1C | -21 | 3
CCn1c(Cc2ccccc2)nnc1SCc1nc2ccccc2c(=O)[nH]1 | 4 | -16
C=C(C=O)C[C@@H]1C[C@H](O)C2OC3C[C@]4(C)OC5/C=C\CC6OC7C(CC=CCC6OC5CCCC4OC3CC2O1)OC1CC2OC3CC(=O)OC3C[C@@H](C)C[C@@]2(C)OC1C[C@@H]7C (some centres undefined) | -4 | nt
CCOC(=O)C1CCN(c2c(NCCCN3CCN(Cc4ccccc4)CC3)c(=O)c2=O)CC1 | 4 | -3
CC1=Nn2c(nnc2-c2n[nH]c3c2CCC3)SC1 | -46 | -5
O=C1CC2(CCCCCC2)Oc2ccc(Cl)cc21 | -1 | nt
COc1ccc(NC(=O)c2cc3n(n2)C(C(F)(F)F)CC(c2ccco2)N3)cc1 (centres undefined) | -3 | 6
N#CCCN(C(=O)Nc1ccc(Cl)cc1)c1ccccc1 | -3 | -6
Cc1sc2ncnc(SC(C)C#N)c2c1C (centres undefined) | 22 | -71
CCOC(=O)c1ccc(NC(=O)c2nc[nH]c2C(=O)N[C@@H](CCCCNC(=O)OC(C)(C)C)C(=O)OC(C)(C)C)cc1 | -11 | nt
COc1ccc(S(=O)(=O)Nc2ccccc2C(F)(F)F)cc1 | 8 | -16
CCCCCCSc1nc2c(c(=O)[nH]c(=O)n2C)n1C | 10 | -30
O=C(NCc1ccc2c(c1)OCO2)C1CCC(CNS(=O)(=O)c2cccc3nsnc23)CC1 (centres undefined) | 1 | nt
C=CCc1ccccc1OCC(O)CN1CCN(c2ccc(OC)cc2)CC1 (centres undefined) | -33 | -17
CCOc1ccc2ccccc2c1C(=O)N1CCOCC1 | 3 | -5
O=C(Nc1nc(-c2ccccc2)cs1)NC1CCCCC1 | 11 | nt
COc1cc2ccc(=O)oc2c(CC=C(C)C)c1OC | 6 | nt
CC(C)CC(=O)Nc1ccc(C(=O)NNC(=S)NC(=O)C2CCCCC2)cc1 | -31 | nt
COc1ccc(C(=O)/C=C2\NCC3c4ccccc4CCN3C2=O)cc1 (centres undefined) | ? | nt
CCCCNc1cc(C)nc(NCc2ccccc2)n1 | -11 | -1
O=C1CCCc2c1cc(-c1ccccc1)n2-c1ccccc1 | 8 | nt
Cc1cccc(-n2cnc3c(c2=O)c2nc4ccccc4nc2n3Cc2ccco2)c1 | 9 | 1
COc1cc(CC(=O)N2CCc3ccccc32)cc(OC)c1OC | -7 | -36
Cc1ccc(Cl)cc1N1CCN(C(=O)CN(C2CCCCC2)S(C)(=O)=O)CC1 | -10 | nt
Cc1ccc(Cn2c(SCC(C)C)nc3c2c(=O)n(C)c(=O)n3C)cc1 | -24 | -13
O=C(N1CCCCCC1)N1CCN(C(=O)N2CCOCC2)CC1 | 3 | -4

Additional structures follow:
mol | RmlC RmlD mix | RT RNaseH block
COc1ccc(N2C(=O)CC(S/C(N)=N/N=C(\C)c3cccs3)C2=O)cc1 (centres undefined) | -9 | nt
O=C1OC(NC(=O)c2ccccc2)C(n2cc(CO)nn2)=C1Cl (centres undefined) | -7 | -4
O=C(NCCO)C1CCN(S(=O)(=O)c2ccc(F)cc2)CC1 | nt | -31
C[C@H](NC(=O)c1ccccc1Cl)C(=O)OC(C(=O)Nc1cc(C(F)(F)F)ccc1Cl)c1ccccc1 (some centres undefined) | -5 | nt
CCCn1c(SCC(=O)NCCc2ccccc2)nnc1-c1ccccn1 | -2 | 4
Cc1cnc(NC(=O)c2cc3c(C)nn(-c4ccccc4)c3s2)s1 | -21 | nt
Cc1nc2ncnn2c(C)c1CCC(=O)NC(C)CCc1ccco1 (centres undefined) | 3 | -14
Cc1cc(C)nc(NC(=O)c2ccc(OC(C)C)cc2)n1 | 4 | 2
CC(C)OCCCNC(=O)c1ccc2c(c1)ncn2C1CCCC1 | nt | -6
O=C(/C=C/c1ccccc1)Nn1cnnc1 | 1 | nt
O=C(CSc1nnnn1-c1ccc(F)cc1)NC1CCCCC1 | 9 | -3
COc1ccc(-c2nc(CSCC(=O)NCC3CCCO3)c(C)o2)cc1OC (centres undefined) | 2 | 8
COc1ccc(C2C(C(=O)Nc3cccc(C)n3)c3ccccc3C(=O)N2C)cc1 (centres undefined) | -9 | 4
Cc1ccc(Cc2cnc(NC(=O)c3cccs3)s2)cc1 | -16 | nt
COc1cccc(-c2nc(CS(=O)(=O)CC(=O)NCCC(C)C)c(C)o2)c1 | 19 | 2
COCCNC(=O)C(c1ccccc1)N(CCOC)C(=O)Cn1nnc2ccccc21 (centres undefined) | -16 | -10
Cc1ccc(S(=O)(=O)N2CCN(C(=O)CC3CCCC3)CC2)cc1 | 2 | -3
CCOC(=O)C1=C(c2ccccc2)N(C)C(=O)NC1c1ccc(OC(F)F)c(OC)c1 (centres undefined) | -15 | -7
CC1CCC/C(=C\Nc2ccc(O)cc2)C1=O (centres undefined) | -3 | -1
COCCCNC(=O)c1c(N)n(/N=C/c2cccnc2)c2nc3ccccc3nc12 | nt | -72
CCOc1cc(/C=C2/C(=N)N3OC(C)=CC3=NC2=O)ccc1OCCOc1ccccc1 | 10 | nt
NC(=O)c1oc2ccccc2c1NC(=O)c1ccco1 | -13 | -2
CC1(C)CC(=O)CC(C)(C)N1OC(=O)c1ccccn1 | -4 | -4
O=C(Nc1nccs1)c1ccc(Br)o1 | 1 | 2
CCCn1c(SCC(=O)NCCc2ccccc2)nnc1-c1cccnc1 | -7 | -2
CCOCCCNS(=O)(=O)c1ccc2c(c1)oc(=O)n2CC(=O)OCC | -7 | -4
C=CCn1cnc2scc(-c3ccccc3)c2c1=O | 116 | -8
CC1CCCCC1NC(=O)C1CCN(C(=O)c2sccc2-n2cccc2)CC1 (centres undefined) | -15 | -2
C/C=C/C(=O)N1CC2(CC(c3cccc(NC(=O)CC)c3)=NO2)C[C@H]1C(N)=O (some centres undefined) | 7 | nt
CS(=O)(=O)N1CCN(c2ccc(NC(=O)CSc3ccc(Cl)cc3)cc2)CC1 | -8 | nt

Copied from the list.
Reading of C=CCn1cnc2scc(-c3ccccc3)c2c1=O in RmlC RmlD mix: 116
Reading of O=C1OC(NC(=O)c2ccccc2)C(n2cc(CO)nn2)=C1Cl (centres undefined) in RmlC RmlD mix: -7
Reading of Cc1cnc(NC(=O)c2cc3c(C)nn(-c4ccccc4)c3s2)s1 in RmlC RmlD mix: -21
Reading of O=C(NCCO)C1CCN(S(=O)(=O)c2ccc(F)cc2)CC1 in RT RNaseH block: -31
Reading of CC1CCC/C(=C\Nc2ccc(O)cc2)C1=O (centres undefined) in RmlC RmlD mix: -3
Reading of COCCNC(=O)C(c1ccccc1)N(CCOC)C(=O)Cn1nnc2ccccc21 (centres undefined) in RT RNaseH block: -10

Record cards, as listed above. Order of screens: RmlC RmlD mix, RT RNaseH block
Shown for Cc1nc2ncnn2c(C)c1CCC(=O)NC(C)CCc1ccco1 (centres undefined) → 3, -14
Shown for C=CCn1cnc2scc(-c3ccccc3)c2c1=O → 116, -8
